GlmU inhibition: inhibition of mycobacterial GlmU enzyme – biochemical, glucosamine-1-phosphate acetyltransferase (AID 1376). 220,000 compounds, 0.25% hits. M. tuberculosis GlmU acetyltransferase enzyme assay; higher % means a stronger effect. inhibition, %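 (tested at 30 µM in the primary screen)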, or IC50 in µM where a hit was titrated; in the data active = inhibition above about 13%;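 also: 0% = complete reaction with vehicle and 100% = reaction without substrate; strong numbers were not always called active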
RmlCD inh 1536: M. tuberculosis RmlC/RmlD inhibition; P9WH09+P9WH11; RmlC+RmlD coupled enzyme assay, percent inhibition; primary screen in compound mixtures; inhibition, % at 3.6 µM; 160,000 compounds, 0.03% hits; in the data active = inhibition mostly above about 34%, no sharp cut-off; also: some results filed as inactive read as strong as hits
Target sequence (P9WH09 whole entry, looked up): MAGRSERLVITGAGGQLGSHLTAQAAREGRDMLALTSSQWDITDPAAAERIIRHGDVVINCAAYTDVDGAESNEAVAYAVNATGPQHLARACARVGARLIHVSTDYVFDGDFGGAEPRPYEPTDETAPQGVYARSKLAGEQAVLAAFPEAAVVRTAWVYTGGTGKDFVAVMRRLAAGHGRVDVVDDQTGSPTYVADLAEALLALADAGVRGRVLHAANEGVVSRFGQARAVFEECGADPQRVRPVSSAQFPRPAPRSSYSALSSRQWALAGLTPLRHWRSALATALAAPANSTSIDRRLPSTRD
Target sequence (P9WH11 whole entry, looked up): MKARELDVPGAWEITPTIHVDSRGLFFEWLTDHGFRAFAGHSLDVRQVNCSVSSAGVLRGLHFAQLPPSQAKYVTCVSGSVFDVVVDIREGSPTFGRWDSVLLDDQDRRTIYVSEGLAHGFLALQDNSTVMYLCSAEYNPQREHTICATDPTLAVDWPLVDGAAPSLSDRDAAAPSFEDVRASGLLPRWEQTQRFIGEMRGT
* hit, by the source's call; . = no result given; & = joins results of further samples.

SMILES	GlmU inhibition	RmlCD inh 1536
CC12CC(c3ccccc3O1)C(C(=O)N1CCOCC1)C(=O)N2 (stereo unspecified)	2.6%	-5
Cc1cc(C)c(C)c(S(=O)(=O)N[C@@H](C)C(=O)OCC(N)=O)c1C	2.1%	-6
COCCNC(=O)CN(C(=O)CCC(=O)Nc1ccccn1)c1ccc(F)c(Cl)c1	-0.3%	-3
CCCCOc1ccc(NC(=O)C2CC=CCC2C(=O)O)cc1 (stereo unspecified)	5.5%	.
COc1ccc(NC(=O)CS(=O)CC(=O)NCC2OCCc3ccccc32)cc1 (stereo unspecified)	3.8%	-11
Cc1nn(-c2ccccc2)c(C)c1/C=N/NC(=O)c1ccccc1NS(=O)(=O)c1cccs1	8.0%	.
CC(C)c1ccc(NC(=O)N2CCC(c3nc4ccccc4o3)CC2)cc1	0.6%	.
O=C(Nc1ccccc1Cl)c1ccccc1	-4.8%	-9
ClC(Cl)(Cl)c1nc(N/N=C/c2ccncc2)c2ccccc2n1	-1.8%	0
Cc1cc(C(=O)Nc2ccc3c(c2)OCO3)cs1	2.9%	-7
CSCCC(NC(=O)c1ccccc1)C(=O)NC1CCCC1 (stereo unspecified)	3.8%	4
Cc1ccc(Cl)cc1NC(=O)N[C@@H](CC(C)C)C(=O)O	1.4%	-1
Cn1c[n+](C)cc1C(O)c1ccccc1 (stereo unspecified)	5.2%&-4.4%	1
COc1ccc(N2CCN(C(CNC(=O)C(=O)NCC3CCCO3)c3ccco3)CC2)cc1 (stereo unspecified)	4.4%	.
Cc1ccc2[nH]cc(C(=O)CN3CCN(c4ccccn4)CC3)c2c1	1.2%	-3
COc1ccc(C2C(C#N)=C(C)NC3=C2C(=O)c2ccccc23)cc1 (stereo unspecified)	5.5%	.
COc1ccc2nc(Sc3c([N+](=O)[O-])nc(C)n3Cc3ccccc3)[nH]c2c1	-1.8%	33
COc1ccc(Nc2nc(C)cc(C)c2C#N)cc1OC	-3.9%	5
COc1ccccc1S(=O)(=O)Cc1ccc(C(=O)N2CCN(c3cccc(Cl)c3)CC2)o1	2.9%	.
CCCn1c2ccccc2c2nnc(SCC(=O)OC)nc21	-0.9%	-6
O=c1[nH]c(CCC2CCCC2)nc2ccccc12	8.3%	3
O=C(CSc1ccccc1)Nc1cc(S(=O)(=O)N2CCOCC2)ccc1N1CCOCC1	0.3%	4
Cc1c(O)c2c(=O)n(-c3ccccc3)c(-c3ccccc3)cc2oc1=O	-4.6%	.
CCOC(=O)/C(C#N)=C1/CCCCCN1C	27%	-7
CNC(=O)c1cc2c(=O)n3cc(C)ccc3nc2n(Cc2ccco2)c1=N	5.3%	.
CCCC(=O)NC(Oc1ccc(OC)cc1)C(Cl)(Cl)Cl (stereo unspecified)	7.4%	.
CC(C)c1ccc(OCC(O)CN2CCN(c3ccccc3)CC2)cc1 (stereo unspecified)	5.5%	-10
CC1(C)SC(=S)N(/N=C/c2ccccc2)C1N(O)C(=O)Nc1ccc([N+](=O)[O-])cc1 (stereo unspecified)	1.1%	11
O=C(NC1CCCCCC1)c1cccc(COCC(F)(F)F)c1	6.4%	.
O=c1c2ccccc2nnn1CSc1nnc(C2COc3ccccc3O2)n1-c1ccccc1 (stereo unspecified)	0.5%	.
CCOc1[nH]n(-c2ccc(Cl)cc2)c(=O)c1C=NCC(=O)OC	-1.2%	-17
CCN(CC)S(=O)(=O)c1cccc(C(=O)N[C@@H](C)c2nc3ccccc3[nH]2)c1	-1.4%	9
O=C(/C=C/c1ccccc1)c1ccc2c3c(cccc13)CC2	-3.3%	3
CCOc1ccc(C2N(c3ccc(OC)cc3)C(=O)C3CCCN32)cc1OC (stereo unspecified)	5.2%	.
COC(=O)C(CC(C)C)NC(=O)/C=C/c1ccccc1Cl (stereo unspecified)	2.9%	4
CC(C)(C)C(=O)/C=C/Nc1ccccc1O	1.8%	5
COCCCNC(=O)c1ccccc1C(F)(F)F	-9.1%	.
Cc1ccc(NC(=O)C(C)c2cccc(C(=O)c3ccccc3)c2)cc1 (stereo unspecified)	-4.7%	.
COC(=O)c1cc(=O)nc2sc3cc(OC)ccc3n12	-3.1%	.
CC1(C)CC(/C=C/c2ccccc2)=Nc2ccccc2N1	-3.6%	11
Cc1ccc(-c2csc(N)n2)s1	7.9%	.
COC(=O)CC1=C(C(=O)OC)C2(C(=O)N(C)c3ccccc32)C(C#N)=C(N)O1 (stereo unspecified)	3.8%	-1
O=C(NNS(=O)(=O)c1ccc(F)cc1)c1cnn(-c2ccccc2)c1C(F)(F)F	-1.9%	28
CCOC(=O)C(=O)NNc1ccc(C)cc1	2.0%	4
COc1ccc(NC(=O)c2oc3ccccc3c2NC(=O)c2ccco2)c(OC)c1	1.2%	42
O=C1OC(/C=C/c2ccc(Cl)cc2Cl)=NC/1=C\c1cccs1	4.6%	-11
CS(=O)(=O)Nc1ccc(C2=NN(S(C)(=O)=O)C(c3ccc4c(c3)OCO4)C2)cc1 (stereo unspecified)	2.3%	-8
CC(C)OC(=O)CC(=O)CSc1nc2c(cc1C#N)CCCCC2	5.0%	-9
Cc1cc(Cl)ccc1C(=O)C1CCCN(C(=O)c2cnsn2)C1 (stereo unspecified)	10%	-7
CCN1CCN(C(=O)Cc2c(C)n(C(=O)c3ccc(Cl)cc3)c3ccc(OC)cc23)CC1	2.0%	-30
Cc1cccc(C(=O)NC(=O)Nc2c(C)cc(C)nc2C)c1	-6.0%	-2
O=C(NCc1cccnc1)c1cccc(S(=O)(=O)N2CCOCC2)c1	4.3%	.
COc1ccc(-c2cc(C(F)(F)F)nc(N3CCN(C)CC3)n2)cc1	-5.0%	-3
COC(=O)C1=C(c2cc3ccccc3s2)C[C@@H]2CC[C@H]1N2C(=O)N1CCC(O)CC1	-0.1%	.
CCCCOc1ccc(C2C3CN(C(=O)OCC)CC=C3C(C#N)=C(N)C2(C#N)C#N)cc1OC (stereo unspecified)	3.4%	-1
CCN(CC)CCNC(=O)Cn1c(-c2ccccn2)nc2ccccc21	-4.5%	11
CCOc1cc(NC(=S)Nc2ccccc2OC)c(OCC)cc1NC(=O)c1ccccc1C	6.5%	-8
Cc1ccccc1Nc1sc(C(=O)Nc2cccc(Cl)c2)c(N)c1C(N)=O	-0.7%	31
C=CCn1cc(C(=O)NCc2cccnc2)c(=O)c2cc(S(=O)(=O)N(CC)CC)ccc21	5.0%	11
Cc1noc(C)c1COc1cccc(C(=O)OC(C)C(=O)Nc2c(C)n(C)n(-c3ccccc3)c2=O)c1 (stereo unspecified)	-1.9%	.
(list continues)
SMILES	GlmU inhibition	RmlCD inh 1536
Cc1ccn2c(-c3n[nH]c(=S)n3Cc3ccccc3)c(C)nc2c1	2.9%	-10
CN(C)c1cc(-c2ccccc2)nc(N)n1	2.4%	-6
O=C(Cn1nnc(-c2cccc(C(F)(F)F)c2)n1)NC(=O)NCc1ccco1	5.8%	.
O=C(NCCSc1c[nH]c2ccccc12)c1ccc2c(c1)OCO2	2.8%	-12
O=C(O)c1cc(/C=C/c2ccc(N3CCOCC3)c([N+](=O)[O-])c2)nc2ccccc12	5.6%	-2
CCOC(=O)C1=C(C)N=C2c3ccccc3C(=O)C2C1c1ccc(Cl)cc1 (stereo unspecified)	3.6%	.
COC(=O)c1ccccc1NC(=O)c1cccc(NC(=O)C(C)C)c1	0.2%	4
CCOC(CCNC(=O)c1cn(-c2cccc(C)n2)cn1)OCC	0.9%	18
COC(=O)c1cc(C(=O)OC)cc(S(=O)(=O)Nc2ccc(Cl)c(N)c2)c1	-3.2%	0
O=C1c2ccccc2C(=O)N1CCc1nc(-c2ccc(Cl)cc2)no1	-7.2%	.
Cc1ccc([N+](=O)[O-])c(OCC(O)CNC(C)(C)C)c1 (stereo unspecified)	1.9%	24
Nc1c(-c2ccccc2)cnn1C1CCS(=O)(=O)C1 (stereo unspecified)	4.7%	-2
O=C(Cn1ncc2c(=O)oc3ccccc3c21)NCC1COc2ccccc2O1 (stereo unspecified)	1.1%	-6
Cc1nc2ccc3nc(NC(=O)c4ccc(S(=O)(=O)N5CCOCC5)cc4)sc3c2s1	-3.8%	-11
O=C(CCC1CCCN(C(=O)C2(c3ccccc3)CC2)C1)N1CCN(c2ccccn2)CC1 (stereo unspecified)	1.4%	-7
NC(=NCCc1c[nH]c2ccccc12)NC(=O)c1ccc(F)cc1	-1.5%	2
O=C(NCc1ccc2c(c1)OCO2)C1CC(=O)N(c2ccc(F)cc2)C1 (stereo unspecified)	4.8%	.
Cc1nn(C)c(C)c1S(=O)(=O)N1CCC(CO)(Cc2ccc(Cl)cc2)CC1	4.3%	-10
O=C(Nc1ncnc2sc3c(c12)CCC3)c1ccco1	1.3%	3
CCN(CC)C(=O)c1ccc(COc2ccccc2Br)o1	0.3%	.
CCCc1nn2c(=O)c(C(c3ccc(C)cc3)c3c(O)nc4sc(CCC)nn4c3=O)c(O)nc2s1	3.8%	2
CCOC(=O)Cc1c(C)nc(N)[nH]c1=O	4.0%	-3
Nc1nc(Cl)cc(N2CCC(c3cc(-c4ccc(Cl)cc4Cl)n[nH]3)CC2)n1	1.7%	.
CNC(=O)NC(=O)CSc1nnc(-c2ccco2)n1Cc1ccccc1	-1.2%	10
Cn1c(SCC(=O)Nc2cc(S(=O)(=O)N3CCOCC3)ccc2N2CCOCC2)nnc1-c1ccncc1	-4.2%	1
CCOC(=O)Nc1ccc2c(c1)Nc1ccccc1S2	2.6%	10
CN(/N=C/c1ccccc1Cl)c1ncc(Cl)cc1C(F)(F)F	-2.1%	-12
CC(=C/C(=O)O)/C(=C/c1ccccc1)C(=O)O	6.4%	10
COc1cc(CC(=O)OCC(=O)Nc2ccc3c(c2)OCO3)cc(OC)c1OC	-1.4%	.
CC(OC(=O)C1CCC(=O)N1)C(=O)Nc1cc(Cl)cc(Cl)c1 (stereo unspecified)	3.7%	.
CCOc1ccc(-n2c(Cc3cc(=O)[nH]c(=O)[nH]3)nnc2SCC(N)=O)cc1	-2.1%	7
CN(C)[C@@H]1C(=O)C(C(=O)NCN2CCCC2)=C(O)[C@@]2(O)C(=O)C3=C(O)c4c(O)cccc4[C@@](C)(O)C3CC12 (stereo partly specified)	-0.5%	.
CCOc1cccc(CNn2cnnc2)c1OCc1ccccc1	-1.1%	.
CC(=O)Nc1cn(C(C)=O)c(C)n1	-2.2%	1
Cc1ccc(/C(O)=C2\C(=O)C(=O)N(CC(C)O)C2c2ccc(N(C)C)cc2)cc1 (stereo unspecified)	-1.5%	-3
Brc1cccc(-c2nnc3n2CCCCC3)c1	1.2%	.
CCOC(=O)c1c(C)[nH]c(C(=O)CSc2nnc(CC(C)c3ccccc3)o2)c1C (stereo unspecified)	0.9%	.
Cn1c(CN2CCCC2)nc2cc(NS(=O)(=O)c3ccc(Cl)cc3)ccc21	-4.7%	-6
COc1ccc(-n2nc(C)cc2N)cc1	-3.6%	1
Cn1nccc1C(=O)N/N=C/c1cccnc1	-4.2%	-9

A section from the list above, as a working copy:
SMILES	GlmU inhibition	RmlCD inh 1536
CCCc1nn2c(=O)c(C(c3ccc(C)cc3)c3c(O)nc4sc(CCC)nn4c3=O)c(O)nc2s1	3.8%	2
CCOC(=O)Cc1c(C)nc(N)[nH]c1=O	4.0%	-3
Nc1nc(Cl)cc(N2CCC(c3cc(-c4ccc(Cl)cc4Cl)n[nH]3)CC2)n1	1.7%	.
CNC(=O)NC(=O)CSc1nnc(-c2ccco2)n1Cc1ccccc1	-1.2%	10
Cn1c(SCC(=O)Nc2cc(S(=O)(=O)N3CCOCC3)ccc2N2CCOCC2)nnc1-c1ccncc1	-4.2%	1
CCOC(=O)Nc1ccc2c(c1)Nc1ccccc1S2	2.6%	10
CN(/N=C/c1ccccc1Cl)c1ncc(Cl)cc1C(F)(F)F	-2.1%	-12
CC(=C/C(=O)O)/C(=C/c1ccccc1)C(=O)O	6.4%	10
COc1cc(CC(=O)OCC(=O)Nc2ccc3c(c2)OCO3)cc(OC)c1OC	-1.4%	.
CC(OC(=O)C1CCC(=O)N1)C(=O)Nc1cc(Cl)cc(Cl)c1 (stereo unspecified)	3.7%	.
CCOc1ccc(-n2c(Cc3cc(=O)[nH]c(=O)[nH]3)nnc2SCC(N)=O)cc1	-2.1%	7
CN(C)[C@@H]1C(=O)C(C(=O)NCN2CCCC2)=C(O)[C@@]2(O)C(=O)C3=C(O)c4c(O)cccc4[C@@](C)(O)C3CC12 (stereo partly specified)	-0.5%	.
CCOc1cccc(CNn2cnnc2)c1OCc1ccccc1	-1.1%	.
CC(=O)Nc1cn(C(C)=O)c(C)n1	-2.2%	1
Cc1ccc(/C(O)=C2\C(=O)C(=O)N(CC(C)O)C2c2ccc(N(C)C)cc2)cc1 (stereo unspecified)	-1.5%	-3

Other results follow.
SMILES	GlmU inhibition	RmlCD inh 1536
CCOC(=O)[C@@H]1[C@H]2COc3ccccc3[C@@H]2N2C(=O)N(c3ccc(C(F)(F)F)cc3)C(=O)[C@]12C	-3.1%	.
COc1cc(OC)c(OC)cc1CN1CCN(Cc2cccn2C)CC1	-1.3%	5
O=C([C@H](Cc1ccccc1)NS(=O)(=O)c1ccc(Cl)cc1)N1CC[C@@]2(O)CCCC[C@H]2C1	0.2%	.
CC1CN(C(=O)COC(=O)c2cc([N+](=O)[O-])ccc2Cl)CC(C)O1 (stereo unspecified)	-0.1%	-7
CCOC(=O)c1sc(=N)n(-c2ccc(OC)cc2)c1C	.	5
CCc1ccc(CN(C)Cc2nc(Cc3ccc(OC)c(OC)c3)no2)nc1	-4.0%	.
O=C(CNS(=O)(=O)c1ccccc1)OCC(=O)c1cccc([N+](=O)[O-])c1	1.9%	2
COc1ccccc1-n1cc(C(=O)NCC(=O)N2CCN(Cc3ccccc3)CC2)c2ccccc2c1=O	-0.3%	5
O=C(CCc1nnc(CCc2ccccc2)o1)N1CCCCC1CCn1cccn1 (stereo unspecified)	-5.6%	9
O=C(Cn1nnc2ccccc21)NNC(=O)c1ccccc1	.	-8
Cc1ccc(S(=O)(=O)NC(C)(C)CSc2nncn2C)cc1	4.9%	6
Cc1ccc(CN2C(=O)N/C(=C\c3cccn3-c3cccc(C(=O)O)c3)C2=O)cc1	7.0%	-3

Assay outcomes deposited in PubChem by several laboratories.

A portion of the library, so the mix of outcomes need not match the whole.
